Screening results from PubChem BioAssay.
Pf Dd2 growth = qHTS Primary assay for Inhibitors of Plasmodium falciparum Dd2 growth in vitro; 120,000 tested, 4.3% active; Potency, µM (top dose mostly 28.9 µM), without a hit: at the highest dose activity, negative = inhibition, usual class: inhibitors; P. falciparum Dd2 growth, SYBR Green, 72 h; AID 1347417, 2020; active means well fitted inhibition curve with a large enough effect; inconclusive means small, poorly fitted or top-dose-only effect; inactive means no such curve, though single readings can be large or run the other way;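 further: plate controls were DMSO vehicle for no effect and reference drug for full effect; nearly all actives have a fitted effect of over 65% in size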
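Readout: SYBR Green fluorescence, 485 nm excitation, 535 nm emission, after ~16 h lysis at 37C. Before that, Dd2-infected red cells (2.5% hematocrit) grew 72 h with compound, 29 uM top final concentration.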
The depositor's hits bear a star; i = inactive; ? = inconclusive; [ ] = another dose, or the depositor's remark. Potency means the concentration at half of the fitted maximal effect. Some of the compounds tested; the hit share may differ from the screen's.

SMILES | Pf Dd2 growth
CCOC(=O)CCNC(=O)N1CCCN(C(=O)C2CC2)C(c2ccccc2)CC(=O)NCC1 (stereo unspecified) | i
CCc1noc(-c2cn(C3CCN(C(=O)c4ccc(F)cc4)CC3)nn2)n1 | i
O=C(CC1CCCN(c2cnn(CC3CC3)c(=O)c2)C1)NCc1cccs1 (stereo unspecified) | -22.8%
CCOc1ccc(NC(=O)NCCN2CCN(c3ccccc3F)CC2)cc1 | -8.9%
O=C(Nc1ccc(Br)cc1)c1ccc(Br)c(S(=O)(=O)NCc2ccccc2)c1 | i
Cc1ccn(CC(=O)N2CCCn3ccnc3C2c2cnn(C)c2)n1 (stereo unspecified) | -20.5%
O=C(CCC1CCCN(CCCn2cccn2)C1)Nc1ccc(C(F)(F)F)cc1 (stereo unspecified) | ?
Fc1cccc(-c2cnc(Nc3cncnc3)c3c2CCO3)c1 | -27.0%[44.1 µM]
COCCN1C(=O)c2oc3ccc(C)cc3c(=O)c2C12C(=O)N(C)c1ccccc12 (stereo unspecified) | 9.3%
COc1cc(NC(=O)CSc2nc3ccccc3nc2Cc2ccc(Cl)cc2)cc(OC)c1 | 8.3%
CCOC(=O)c1ccc(NC(=O)Cn2nc3c(cc2=O)CN(C(C)=O)CC3)cc1 | i
Fc1ccc(Cc2nc3nccc(-c4ccc5c(c4)OCCCO5)n3n2)cc1 | 14.1µM*
Cn1c(=O)c2c(nc(NCc3ccccc3)n2Cc2ccccc2)n(C)c1=O | i
Cc1noc([C@@H]2CN(C(=O)Cn3c(=O)oc4ccccc43)C[C@H]2C(N)=O)n1 | -1.8%
COc1cccc(CN2CCc3c(cc(C(=O)Nc4ccc(F)cc4C)n3C)C2)c1 | ?
CN(C)C(=O)[C@@H]1CN(Cc2cccnc2)C[C@H]1CO | 15.2%
O=C(c1ccccc1F)N1CCC2(CC1)C(=NC1CCCC1)NC(=O)N2c1cc(F)cc(F)c1 | -5.1%
COc1cc(-c2ccc(C(F)(F)F)cn2)cc2c1OCCNC2 | -11.1%
c1ccc(Nc2cc3c(cn2)CN(Cc2cccs2)CCN3)cc1 | 7.94µM*
CSc1ccc(CCNC(=O)C2CCN(c3nc4ccccc4nc3C(F)(F)F)CC2)cc1 | 32.6%[activator]
Cc1c(C(=O)N2CCCn3nc(C(C)O)cc3C2)sc2nc[nH]c(=O)c12 (stereo unspecified) | -0.9%
O=C(NCc1cccs1)c1cc2n(n1)CC(c1ccc3c(c1)OCO3)OC2 (stereo unspecified) | i
CC(=O)c1c(C)oc2c(Cl)cc(NS(=O)(=O)c3cc(C)c(C)cc3C)cc12 | 60.0%[activator]
COCCN1CCCCCC(O)c2cc(C(=O)NCc3cc(OC)ccc3OC)ccc21 (stereo unspecified) | ?
CCc1noc(-c2cccn3c(CNC(=O)C4CC4)nnc23)n1 | i
COc1cccc(-c2nc(CS(=O)(=O)CC(=O)NCCc3ccc(Cl)cc3)c(C)o2)c1 | ?
CC1(C)CC(=O)c2cc(-c3nc(-c4ccc(Cl)cc4)cs3)c(=O)[nH]c2C1 | -8.0%
COc1ccc(-c2nc(Cn3c(=O)cc(-c4ccccc4)c4c(C)nn(C)c43)c(C)o2)cc1OC | -16.4%
O=C(c1cc(C(F)(F)F)[nH]n1)N1CC[C@@H](c2ccc(F)cc2)[C@H](O)C1 | ?
O=C1NCCCCCCN(Cc2cccc3[nH]ccc23)[C@H]2CCC[C@@H]12 | ?

Single values from the results shown:
Pf Dd2 growth, CC1(C)CC(=O)c2cc(-c3nc(-c4ccc(Cl)cc4)cs3)c(=O)[nH]c2C1 stands at -8.0%
Pf Dd2 growth, COc1ccc(-c2nc(Cn3c(=O)cc(-c4ccccc4)c4c(C)nn(C)c43)c(C)o2)cc1OC stands at -16.4%

Remaining list, next part
SMILES | Pf Dd2 growth
COc1ccc(C(=O)Nc2nc3n(n2)C(c2ccccc2)C=C(c2ccccc2)N3)cc1 (stereo unspecified) | i
O=C(NCc1ccco1)c1ccc2c(c1)CC(=O)N2Cc1cccc(F)c1 | ?
COc1ccc(CNC(=O)c2ccc(NC(=O)N3CCSc4ncccc43)cc2)cc1OC | 9.8%
COc1ccc(NC(=O)c2oc3ccccc3c2NC(=O)C23CC4CC(CC(C4)C2)C3)cc1 | -11.4%
COc1ccc(CC(=O)N2CCCN(S(C)(=O)=O)c3ccccc32)cc1OC | i
Cc1nc2cccnc2n1-c1cccc(C(=O)N2CCN(c3ccc(Cl)cc3)CC2)c1 | -16.1%
O=C(O)c1cc(-c2ccc3cc[nH]c3c2)cc(S(=O)(=O)N2CCSCC2)c1 | -24.7%
COCCNC(=O)c1c(-c2ccc(F)cc2)noc1[C@H](C)O | 5.0%[44.1 µM]
c1cc(-c2noc([C@@H]3CCCN3Cc3ncc[nH]3)n2)cc(N2CCCC2)n1 | -14.1%[44.1 µM]
Cc1ccc(NC(=O)C2CCN(c3nc4ccccc4[nH]3)CC2)c(C)c1 | i
Cc1occc1C(=O)N1CCC2(CCCN(Cc3cccnc3)C2=O)C1 (stereo unspecified) | 8.6%
Cc1cc(CNC(=O)C(C)Cn2nc(C)nc2C)c2[nH]c(-c3ccccc3)c(C)c2c1 (stereo unspecified) | -12.6%
Cc1ccc(C)c(-n2nnc(C(=O)Nc3ccc(Br)cc3)c2C)c1 | i
CCC1Oc2ccc(NC(=O)Cc3ccccc3)cc2CN(Cc2ccc3c(c2)OCO3)C1=O (stereo unspecified) | ?
COc1ccc(NC(=O)N2CCC3(CC2)SCC(=O)N3c2ccc(Cl)cc2)cc1 | i
CC(C)CC(=O)N1CCCN(c2nnc3ccccn23)CC1 | 8.5%
O=C(CC1C(=O)OCCN1Cc1ccccc1)Nc1ccc(F)cc1 (stereo unspecified) | 45.4%[activator]
CN(C)S(=O)(=O)c1ccc2c(c1)N(CC(=O)N1CCN(c3ccc(F)cc3)CC1)CCS2 | -28.6%
Cc1ccccc1-c1nn(-c2ccc(F)cc2F)cc1CN1CCCC1CCO (stereo unspecified) | 7.94µM*
CCC(=O)N1CCc2cc(Br)cc(S(=O)(=O)N3CCN(c4cccc(Cl)c4)CC3)c21 | ?
CCOC(=O)c1c(S(=O)(=O)N2CCCC(C(=O)NCc3ccc(F)cc3)C2)c(C)n(CC)c1C (stereo unspecified) | i
Cc1cnc(C(=O)N[C@@H]2CN(Cc3ccccc3)C[C@H]2CO)cn1 | -21.8%
Cc1cc(NC(=O)COc2ccccc2)cc(-c2nc3ccccc3o2)c1O | 104.0%[activator]
CCOC(=O)c1ccc(CSc2nnc3cc(C)c4ccccc4n23)cc1 | i
Cc1c(CNC(C)CCc2ccccc2)c(C(=O)O)c(C)n1Cc1ccc(F)cc1 (stereo unspecified) | ?
CC(C)n1cc(CN2C[C@@H]3C(=O)N(Cc4ccc5c(c4)OCO5)C(=O)[C@@H]3C2)c2ccccc21 | ?
CCc1ccc(CNC(=O)c2cccc(-n3cnc4cccnc43)c2C)cc1 | 10.6%
CCOc1ccc(S(=O)(=O)NCCc2csc3nc(-c4ccc(OC)c(OC)c4)nn23)cc1 | 0.4%
Cc1c(C(=O)N2CC[C@@H]3[C@@H](CCC(=O)N3CCN)C2)[nH]c2ccccc12 | -3.0%
Cc1cncc(N2CC3CCC(C2)N3CC(F)(F)F)c1 | -25.3%[44.1 µM]
O=C1Nc2ccc(-c3cccc(C(F)(F)F)c3)cc2C(=O)N2CCN(C(=O)c3cccs3)C[C@H]12 | ?
O=C(Nc1ccc2[nH]ccc2c1)C1=NO[C@@H]2CN(c3ccccc3)C[C@H]12 | -3.8%[44.1 µM]
CCN(CC)C(=O)N1CCCC(Cc2ncc(C)n2Cc2ccc(F)cc2)C1 (stereo unspecified) | 3.55µM*
COc1ccc(NC(=O)N2CCC3(CC2)SCC(=O)N3c2ccc(F)cc2)cc1 | i
Cn1cccc1CN1CCCC(C(=O)NCc2ccccc2)CCNC(=O)CC1 (stereo unspecified) | ?
COc1ccc(NC(=O)CSc2nc3ccccc3n2Cc2cccc(OC)c2)cc1 | ?
CCNC(=O)c1ccccc1-c1ccc(O)cc1 | -9.9%
COc1ccc(NC(=O)CN2C(=O)NC3(CCC(C)CC3)C2=O)c(OC)c1 (stereo unspecified) | -11.6%
CC(C)C[C@@H]1N[C@H](C(=O)NC2CCC2)Cc2cn(CC3CC3)c3cccc1c23 | 14.1µM*
O=C(NCc1ccc2c(c1)OCO2)c1nc(-c2ccc(F)cc2)c2cnccn12 | ?
O=C(Cn1nc2c(cc1=O)CCCC2)NCCCc1nc2ccccc2[nH]1 | 4.6%
CN(C)C[C@@H]1CN(C)C[C@H]1NC(=O)c1cnn(C)c1 | 50.1%[activator]
O=C(NCc1ccccc1)C1CN(S(=O)(=O)c2cccnc2)CC12CCCCC2 (stereo unspecified) | ?
Cn1nccc1C(=O)N1CCC2(CCCN(Cc3cccc(F)c3F)C2=O)C1 (stereo unspecified) | -17.6%
O=C(NC1C[C@H]2CC[C@@H](C1)N2C(=O)CC1CCCC1)c1ccncc1 (stereo partly specified) | -3.8%
Cc1ccccc1C(=O)NCc1cccnc1Oc1cccc(C(F)(F)F)c1 | -19.3%
CN1CC(=O)N(c2ccc(Cl)cc2)Cc2c1ncnc2N1CCC(c2ccccc2)CC1 | -10.3%
O=C(N1CCCCC1)C1(c2ccc(Cl)cc2)CCOCC1 | -12.3%
CC(C)(Oc1ccccc1)C(=O)N1CCC2(CC1)CNC(C(=O)O)C2 (stereo unspecified) | -8.6%
Cc1ccccc1CC(=O)N1CCCn2cc(-c3cccc(C#N)c3)nc21 | ?
Further entries.
SMILES | Pf Dd2 growth
COc1cccc(C(=O)N2CCC3(CC2)CC(=O)N(c2ccccc2)c2ccccc2O3)c1 | -0.3%
O=C(C[C@@H]1CCNC[C@@H]1Cc1cc(-c2ccccc2)on1)NCc1cccs1 | -0.3%[44.1 µM]
CCc1ccc(NC(=O)c2ccc(-c3ccccc3)s2)cc1 | -23.2%
CN1CCC(C)(CNc2ncc(C(C)(C)C(=O)O)c(N3CCOCC3)n2)C1 (stereo unspecified) | -7.3%
CSCC(=O)N[C@H]1CCN2C(=O)c3cc(Br)ccc3NC(=O)[C@@H]2C1 | -3.5%[44.1 µM]
COc1ccc(C(=O)N[C@@H]2CCC[C@@H]2C(=O)NCCCn2cccn2)cc1 | 11.2%
CSc1cccc(NC(=O)c2cc3c(COC(C)=O)cnc(C)c3oc2=O)c1 | -6.4%
O=C(NCc1nnc2n1C(C(=O)O)CC2)c1ccc2c(c1)OC(F)(F)O2 (stereo unspecified) | 19.2%
CC(C)CCNC(=O)c1ccc2c(c1)N(C)C(=O)c1ccccc1S2 | i
O=C(NC[C@H]1O[C@@H](CO)[C@@H](O)[C@H]1N1CCN(c2ccc(F)cc2)CC1)c1cccs1 | -10.6%
CCN1c2cc(C(=O)Nc3ccc(C(=O)OC)cc3)ccc2C(=O)N2CCCCCC21 (stereo unspecified) | i
CN(C)CCCNC(=O)C[C@H]1NC(=O)c2ccccc2NC1=O | 4.1%
Cc1cccc(N(C)C(=O)c2cc(S(=O)(=O)N3CCCCC3)c[nH]2)c1 | -10.1%
Cc1ccc2nc(NC(=O)C3CC(=O)N(c4n[nH]c5ccccc45)C3)sc2c1 (stereo unspecified) | i
COc1ccccc1CN1CCN(C(=O)COc2cccc(C)c2)CC1 | ?
CCc1ccc(CNC(=O)c2cc(=O)[nH]c3ccc(S(=O)(=O)N4CCCCC4)cc23)cc1 | 16.4%
CN(C)c1ccc(C(CNC(=O)Cc2ccc(Cl)cc2)N2CCOCC2)cc1 (stereo unspecified) | ?
COCC1CN(C(=O)NCc2cccc(OC)c2)CC12CCNCC2 (stereo unspecified) | i
COc1ccc(C2Cn3nnc(C(=O)N4CCN(C(=O)c5cccc(C)c5)CC4)c3CO2)cc1 (stereo unspecified) | ?
Cc1ccccc1-c1nc(SCC(=O)NCc2ccco2)c2c(=O)n(C)c(=O)n(C)c2n1 | 58.5%[activator]

Laid out differently: results already given.
CN(C)CCCNC(=O)C[C@H]1NC(=O)c2ccccc2NC1=O
  Pf Dd2 growth: 4.1%
COc1ccc(C2Cn3nnc(C(=O)N4CCN(C(=O)c5cccc(C)c5)CC4)c3CO2)cc1 (stereo unspecified)
  Pf Dd2 growth: ?
Cc1cccc(N(C)C(=O)c2cc(S(=O)(=O)N3CCCCC3)c[nH]2)c1
  Pf Dd2 growth: -10.1%
CCN1c2cc(C(=O)Nc3ccc(C(=O)OC)cc3)ccc2C(=O)N2CCCCCC21 (stereo unspecified)
  Pf Dd2 growth: i

Other results:
SMILES | Pf Dd2 growth
COc1ccc(C2Cn3nnc(-c4noc(-c5cccc(N(C)C)c5)n4)c3CO2)cc1 (stereo unspecified) | i
Cc1ccc(NC(=O)CCC(=O)N2Cc3ccccc3Oc3ncccc32)c(C)c1 | 21.0%[5.79 µM]
CC(=O)N1CCCC(c2[nH]ccc2C(=O)NCc2cc(C)nn2C)C1 (stereo unspecified) | 2.6%
COc1cccc(-c2n[nH]c3c2C(c2ccccn2)N(C)C3=O)c1 (stereo unspecified) | 5.0%
CC(c1cccc(-c2cnc(C(=O)O)cn2)c1)N1CCCC1 (stereo unspecified) | 1.6%
CCOC(=O)c1ccc(NC(=O)Cn2cc(C(=O)c3ccc(Cl)cc3)c(=O)c3ccc(C)nc32)cc1 | ?
CC(C)c1ccc(CNC(=O)c2ccc(Cn3ccn4nc5c(c4c3=O)CCCC5)cc2)cc1 | ?
COC[C@@H]1CN(C(=O)c2ccc(OC)nc2)C[C@H]1c1ccccn1 | 5.3%
O=C(N[C@H]1CCN2C(=O)c3cc(/C=C/c4ccccc4)ccc3NC(=O)[C@H]12)C1CCCC1 | -16.7%[44.1 µM]
O=c1c2sccc2n(Cc2cc(=O)n3ccccc3n2)c(=O)n1-c1cccc(C(F)(F)F)c1 | -3.2%
